GPR7 antag – human neuropeptides B/W receptor 1 antagonism; P48145; GPR7-expressing cells, fluorescence antagonist assay; inhibition, % at 4.4 µM; hit rate 1.1% among 290,000; AID 1861; in the data active means inhibition above about 16%, passing the limit was not always enough;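 further: cells stimulated with the agonist NPW; 0% = agonist with vehicle and 100% = vehicle without agonist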
Target sequence (P48145 whole entry, looked up): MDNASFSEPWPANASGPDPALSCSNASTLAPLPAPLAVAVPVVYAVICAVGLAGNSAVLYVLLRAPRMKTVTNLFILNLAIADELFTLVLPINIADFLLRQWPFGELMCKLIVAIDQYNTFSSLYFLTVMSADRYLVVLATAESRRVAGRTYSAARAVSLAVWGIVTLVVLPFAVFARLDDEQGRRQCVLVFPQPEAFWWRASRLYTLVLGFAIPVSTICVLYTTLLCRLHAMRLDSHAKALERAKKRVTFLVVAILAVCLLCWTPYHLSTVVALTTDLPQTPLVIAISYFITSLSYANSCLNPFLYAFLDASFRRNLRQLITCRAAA
V1aR counter – activates human V1a receptor in oxytocin agonist counter-screen; activation, % at 3 µM; CHO-V1R cells, Fluo-8 calcium fluorescence, agonist mode; 0% DMSO, 100% 3 nM vasopressin; P37288; hit rate 0.25% among 320,000; AID 2797;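 active means activation above the mean activation of all tested compounds plus 3 SD, per screening run, cut at about 20% in these data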;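 further: signal is peak over basal fluorescence ratio across a 100 second FLIPR read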
GalR3 antag – antagonists of human GalR3. O60755. HEK293 GalR3-CNG cAMP membrane potential fluorescence; galR3 body fused to GalR1 C-terminus. inhibition, % at 3 µM. hit rate 0.44% among 360,000. AID 651719;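 active means inhibition above the screen-wide average plus 3 SD, cut at about 13% in these data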;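 further: forskolin and galanin both at EC90 stimulate the cells; cAMP rise reported by CNG channel membrane potential dye signal; 0% = forskolin plus galanin with DMSO and 100% = forskolin alone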
Target sequence (O60755 1-299 limits assumed): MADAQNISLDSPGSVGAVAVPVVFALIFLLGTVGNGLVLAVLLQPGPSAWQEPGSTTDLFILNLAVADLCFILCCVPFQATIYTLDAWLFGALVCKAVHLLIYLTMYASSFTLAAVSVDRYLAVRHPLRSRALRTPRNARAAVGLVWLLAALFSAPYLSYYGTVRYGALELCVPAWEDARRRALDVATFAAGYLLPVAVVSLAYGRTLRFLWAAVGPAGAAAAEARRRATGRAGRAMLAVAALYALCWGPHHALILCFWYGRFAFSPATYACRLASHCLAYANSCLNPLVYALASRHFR
OXTR agonist – activates the human oxytocin receptor | CHO-OTR cells, Fluo-8 calcium fluorescence; normalized: DMSO 0%, oxytocin 100% | activation, % at 3 µM | hit rate 0.32% among 320,000;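 active means activation above the mean of all tested compounds plus 3 SD, cutoff set per screening run, cut at about 20% in these data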;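 further: peak over basal fluorescence ratio from a 100 s FLIPR kinetic read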
Target sequence (P30559 whole entry, looked up): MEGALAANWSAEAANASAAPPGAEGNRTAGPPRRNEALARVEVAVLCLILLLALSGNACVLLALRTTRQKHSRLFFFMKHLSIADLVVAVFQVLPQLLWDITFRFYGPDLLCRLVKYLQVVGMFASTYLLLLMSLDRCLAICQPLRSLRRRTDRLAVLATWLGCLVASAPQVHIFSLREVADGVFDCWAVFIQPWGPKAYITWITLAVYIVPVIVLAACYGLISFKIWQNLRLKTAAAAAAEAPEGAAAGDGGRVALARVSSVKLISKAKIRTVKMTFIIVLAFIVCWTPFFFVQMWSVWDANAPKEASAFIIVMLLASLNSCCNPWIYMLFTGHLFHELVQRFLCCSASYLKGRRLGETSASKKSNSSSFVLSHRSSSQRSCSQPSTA
M18AAP inhibitor – PfM18AAP enzyme inhibition | recombinant PfM18AAP, H-Glu-NHMec fluorogenic cleavage | hit rate 1.2% among 290,000 | inhibition, % at 7.35 µM | AID 1822;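 active means inhibition above the campaign mean inhibition over all tested compounds plus 3 SD, cut at about 28% in these data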;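 further: 0% = plate median of test compound wells and 100% = 2 mM ZnCl2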
OXTR potentiate – potentiators of human oxytocin receptor | P30559 | CHO-OTR cells, Fluo-8 calcium fluorescence, potentiator mode; 0% = oxytocin EC15, 100% = EC100 | activation, % at 3 µM | hit rate 0.061% among 320,000 | AID 2445;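 active means activation above that plate's cutoff, the mean activation of tested compounds plus 3 SD, cut at about 6.6% in these data, passing the limit was not always enough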;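 further: 100% uses oxytocin at 75 nM as the full agonist control; some results filed as inactive read as strong as hits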
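System: human OTR in CHO cells; Also added: sub-maximal oxytocin, roughly EC15; Timing: compound 6 min at room temperature before oxytocin, 100 s read; Technique: Fluo-8 intracellular calcium fluorescence, ex 470-495, em 515-575 nm; Controls: oxytocin EC15 low and EC100 high; Replication: singlicate.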
MEKK2 mut-MEK5 – signal of MEK5 binding to mutant human MEKK2 PB1 domain | hit rate 0.35% among 290,000 | percent response, % at 10 µM | bead flow cytometry, Alexa488-MEK5 binding to MEKK2 mutant; in the data active means percent response above about 24%, passing the limit was not always enough; further: inactives centre near 1; some results filed as inactive read as strong as hits
NALP1 inh – NALP1 inhibition; S. cerevisiae NALP1/ASC/caspase-1 growth, X-gal OD620, 72 h; inhibition, % at 10 µM; hit rate 0.61% among 280,000; in the data active means inhibition mostly above about 24%, no sharp cut-off; inactive means mostly below about 32%; further: some compounds called inactive have numbers as strong as hits
MEKK2 WT-MEK5 – raises or lowers MEK5 binding to wildtype human MEKK2 PB1 domain. Q9Y2U5. bead flow cytometry, Alexa488-MEK5 binding to MEKK2 WT; actives lie on both sides. binding response (% of control), % at 10 µM. hit rate 1.1% among 290,000. AID 1531; in the data active means binding response below about 67% or above about 130%
* marks the source's active call; other numbers are inactive results; nt = no result given.

SMILES	GPR7 antag	V1aR counter	GalR3 antag	OXTR agonist	M18AAP inhibitor	OXTR potentiate	MEKK2 mut-MEK5	NALP1 inh	MEKK2 WT-MEK5
CCCCC(=O)N(c1ccc(OC)cc1)C1C=CS(=O)(=O)C1 (configuration not stated)	1	-1.2	-5	0.5	4	-9	-1	-1	98
Cn1cc(C(=O)N/N=C/C=C/c2ccccc2)ccc1=O	-3	0.7	-3	-0.4	-2	0	1	nt	104
CC(C)NCC(O)COc1c(F)cc(Br)cc1F (configuration not stated)	-7	0.6	0	0.6	-2	-8	12	4	103
COCCNC(=O)C(NC(=O)C1CCCCC1)C12CC3CC(CC(C3)C1)C2 (configuration not stated)	-11	-0.7	-7	0.5	-5	-1	-4	20	99
CC(C)N(Cc1nccn1C)C(=O)CC1C(=O)NCCN1Cc1ccc(F)cc1 (configuration not stated)	-6	-0.1	2	0.7	13	-6	1	12	103
Cc1cccc(N2CCN(C(=O)C3CCCCC3)CC2)c1C	-7	-1.1	-7	-1.4	-4	-9	-3	16	91
O=C1OC(Cc2ccccn2)C(O)=C1C1=NCCCCN1 (configuration not stated)	16	1.1	1	-0.1	2	-3	-1	31	100
CC(C)N1C(=O)N(c2ccc(Cl)cc2)C(C)(O)CC1(C)C (configuration not stated)	-18	-0.5	-9	-1.6	3	-11	5	1	103
O=C(/C=C/c1ccccc1[N+](=O)[O-])NCCc1ccc(F)cc1	15	2.7	-4	0.9	-2	-6	-8	10	79
O=C(CCCOC(=O)c1ccc(O)cc1O)c1ccc(F)cc1	nt	5.8	0	2.7	nt	-10	nt	nt	nt
C=CCNS(=O)(=O)c1ccc(N2C(=O)c3ccccc3C2=O)cc1	-8	1.5	-5	2.0	-9	-5	-9	-4	91
CN(C)c1ccc(/C=N/NC(=O)c2ccc3c(c2)OCCO3)cc1	9	0.8	-1	-0.9	7	-9	5	8	99
CNc1cc(CSC)nc(SCc2ccc(Cl)c(Cl)c2)n1	-4	1.4	-3	-0.3	-11	-8	-1	6	100
CC(=O)n1cc(-c2ccncc2)c2ccccc21	-1	0.5	-4	0.2	0	-3	8	52	104
CC1CCc2nc(NC(=O)CN3CCOCC3)sc2C1 (configuration not stated)	-17	0.0	2	0.2	3	-2	-9	0	90
O=C(Nn1cnnc1)c1cc(Br)ccc1Cl	-11	-0.6	-4	0.1	60*	-6	2	16	104
N#Cc1ccc(CNC(=O)N2CCOCC2)cc1	-10	0.8	-5	0.2	-10	-1	1	21	105
COCCCNC(=S)NNC(=S)Nc1cccc(Cl)c1	-8	0.9	-3	0.6	23	-2	-16	2	90
CC1CCCC(C)N1S(=O)(=O)c1ccc(Cl)cc1 (configuration not stated)	-19	-1.9	-10	-2.6	-4	-6	13	13	101
Cc1c(C(=O)NCc2ccc3c(c2)OCO3)sc2nc(-c3ccc(F)cc3)cn12	2	4.9	nt	-0.4	-18	-3	0	nt	109
CCC(C)N(CCNC(=O)CC1Oc2ccccc2NC1=O)C1CCCCC1 (configuration not stated)	-3	0.9	2	0.2	1	-2	1	-8	106
O=C(Nc1cccnc1)c1cc(S(=O)(=O)N2CCCCC2)c(Cl)cc1Cl	-2	4.1	-6	3.1	-4	-9	2	-1	108
CSCC(=O)N1CCC(Oc2cccc(C(=O)NCc3ccccn3)c2)CC1	-4	2.9	6	1.5	-3	-7	-4	30	99
CCC(=O)N1N=C(c2c(-c3ccccc3)c3cc(Cl)ccc3[nH]c2=O)CC1c1ccco1 (configuration not stated)	-5	0.6	-4	0.6	6	-16	23	25	124
Cc1ccc(SCc2ccc(C(=O)Nc3cccc([N+](=O)[O-])c3C)cc2)cc1	-16	0.5	-11	-0.1	1	-1	8	-4	112
O=C(CCC1CCCN(C(=O)c2ccccc2Cl)C1)N1CCN(c2ccccn2)CC1 (configuration not stated)	8	-0.7	4	-0.3	7	-21	9	4	104
COc1ccccc1OCCCCNCCO	-3	0.1	-3	0.5	-5	-3	-2	-7	98
C=CCn1c(SC(CCO)C(=O)NCc2ccco2)nc2sc3c(c2c1=O)CCC3 (configuration not stated)	-13	-1.3	-2	-2.0	8	2	3	-2	100
CCOc1cccc(-c2c(C(=O)N/N=C/c3c(F)cccc3Cl)nnn2-c2nonc2N)c1	3	1.3	-1	-0.1	-7	-1	-9	0	96
COc1ccc(C(O)Cn2c(=N)n(CCCN(C)C)c3ccccc32)cc1 (configuration not stated)	-5	0.6	-1	-0.9	-1	1	23	20	108
Cc1c(C(=O)Nc2ccc(S(=O)(=O)Nc3ncccn3)cc2)oc2ccccc12	nt	0.2	-3	0.3	nt	-2	nt	nt	nt
CCCc1c(C(=O)Nc2ccc(F)cc2F)cnn1-c1ccccc1	-5	-0.2	-2	-0.5	5	-2	9	6	101
Cc1ccc2c(c1)c1c3n2CCN(CC(N)=O)C3CCC1 (configuration not stated)	10	1.8	-9	-0.1	20	-7	0	-1	105
Cc1ccc(NC(=O)CN2C(=O)NC(C)(c3ccc(Cl)cc3)C2=O)c(Br)c1 (configuration not stated)	22*	15	-9	9.1	2	-11	-1	2	100
COCCNC(=S)NN=C1CCC(c2ccccc2)CC1 (configuration not stated)	-2	-0.6	-3	-2.0	3	-22	-4	-8	95
Cc1ccc(-n2nc3c(=O)n(CC(=O)NCCc4ccc(Cl)cc4)nc(C)c3c2C)cc1	-8	-0.2	-8	-1.8	-3	-4	5	-3	103
O=C(O)c1ccc(C(=O)c2ccc3c(c2)C(=O)N(Cc2ccco2)C3=O)cc1	0	0.7	0	-0.4	-4	-11	-7	6	97
CCC1(c2ccccc2)NC(=O)N(CC(=O)Nc2cc(Cl)ccc2N2CCN(C)CC2)C1=O (configuration not stated)	nt	0.4	4	2.1	nt	-2	nt	nt	nt
CCN(CC)S(=O)(=O)c1ccc(C(=O)NCCc2cc3c(OC)ccc(OC)c3[nH]c2=O)cc1	-20	-0.9	2	-0.3	4	3	nt	-7	nt
Cc1ccc(N(C(=O)c2csnn2)C(C(=O)NC(C)(C)C)c2ccccn2)cc1 (configuration not stated)	-5	1.9	-3	-0.3	1	2	1	1	100
CCC1CCCCN1CCCNC(=O)CS(=O)Cc1nc(-c2ccc(OC)c(OC)c2)oc1C (configuration not stated)	4	0.2	1	-0.9	0	4	6	8	103
CN(CC(=O)Nc1c(Cl)cccc1Cl)C(=O)CC1Sc2ccccc2NC1=O (configuration not stated)	nt	-0.4	-3	0.2	nt	-5	nt	nt	nt
Cc1ccc(C)c(NC(=O)COC(=O)c2ccc(S(=O)(=O)N3CCCCC3)cc2)c1	nt	0.4	-4	1.2	nt	-8	nt	nt	nt
Cc1cccc(Nc2nc(NCc3ccco3)nc(N3CCOCC3)n2)c1	-6	-1.1	-8	-2.4	8	-1	4	12	109
CCSc1nnc(NC(=O)c2ccc3c(c2)OCO3)s1	2	-0.6	-2	-0.1	-3	-1	1	42	104
CC(/C=N/NC(=O)c1nnn(-c2nonc2N)c1C(C)C)=C\c1ccco1	3	1.1	1	1.9	12	1	6	14	99
CCOC(=O)N1CCN(Cc2nc(N)nc(Nc3ccc(Cl)cc3)n2)CC1	-7	-0.6	-5	-1.5	2	0	-39	-4	98
O=C(CNC(=O)c1ccc(Cl)cc1Cl)OCC(=O)N1CCCC1	nt	0.3	-7	-0.6	nt	-4	nt	nt	nt
Cn1c(SCC(=O)C(C)(C)C)nnc1-c1ccccn1	-7	-0.7	5	-0.5	-4	-10	5	43*	105
O=C(/C=N/O)Nc1ccc2sc3ccccc3c2c1	2	1.1	-5	-1.3	5	-6	-31	nt	84
Cc1ccc(CC2C(=O)N(c3nc(C)cc(C)n3)C(=O)C2C)cc1 (configuration not stated)	6	-0.9	-2	-0.7	-5	-4	4	-1	103
O=C(CSc1nc2ccccc2o1)NCc1ccc2c(c1)OCO2	10	5.5	nt	3.1	0	-5	-2	25	98
O=C(O)c1cc(-c2ccc(N3CCOCC3)cc2)nn1-c1ccc(F)cc1F	-2	0.3	-3	0.5	8	-2	-4	37	90
COc1ccc(NC(=O)C2CCN(S(=O)(=O)c3ccc(C)cc3)CC2)cc1OC	2	-0.7	-6	-1.9	-8	2	0	16	102
Cc1ccc(S(=O)(=O)N(C)C)cc1NC(=O)COC(=O)CCCOc1ccccc1	-1	9.9	-3	5.6	-15	-6	7	15	105
CSc1nc2ccc(Nc3nc(N4CCOCC4)nc(N4CCOCC4)n3)cc2s1	-10	-1.2	-1	-2.2	-7	-3	-7	2	98
COc1ccc(C(=O)N(C(C)C)C(C)C)c(OC)c1	25*	-0.3	-5	-1.3	-3	-7	5	3	113
CC1CCc2c(sc3nn[nH]c(=O)c23)C1 (configuration not stated)	3	-1.6	-2	-0.8	3	7	4	23	100
CC(C)(CNC(=O)c1cccc(NS(=O)(=O)c2ccc(Br)cc2)c1)N1CCOCC1	-16	0.8	-3	0.3	1	5	7	8	103

Structures shown so far that contain fluorine, in the order listed:
SMILES	GPR7 antag	V1aR counter	GalR3 antag	OXTR agonist	M18AAP inhibitor	OXTR potentiate	MEKK2 mut-MEK5	NALP1 inh	MEKK2 WT-MEK5
CC(C)NCC(O)COc1c(F)cc(Br)cc1F (configuration not stated)	-7	0.6	0	0.6	-2	-8	12	4	103
CC(C)N(Cc1nccn1C)C(=O)CC1C(=O)NCCN1Cc1ccc(F)cc1 (configuration not stated)	-6	-0.1	2	0.7	13	-6	1	12	103
O=C(/C=C/c1ccccc1[N+](=O)[O-])NCCc1ccc(F)cc1	15	2.7	-4	0.9	-2	-6	-8	10	79
O=C(CCCOC(=O)c1ccc(O)cc1O)c1ccc(F)cc1	nt	5.8	0	2.7	nt	-10	nt	nt	nt
Cc1c(C(=O)NCc2ccc3c(c2)OCO3)sc2nc(-c3ccc(F)cc3)cn12	2	4.9	nt	-0.4	-18	-3	0	nt	109
CCOc1cccc(-c2c(C(=O)N/N=C/c3c(F)cccc3Cl)nnn2-c2nonc2N)c1	3	1.3	-1	-0.1	-7	-1	-9	0	96
CCCc1c(C(=O)Nc2ccc(F)cc2F)cnn1-c1ccccc1	-5	-0.2	-2	-0.5	5	-2	9	6	101
O=C(O)c1cc(-c2ccc(N3CCOCC3)cc2)nn1-c1ccc(F)cc1F	-2	0.3	-3	0.5	8	-2	-4	37	90

Complete entries as entered above.
CC(=O)n1cc(-c2ccncc2)c2ccccc21 across the screens: GPR7 antag: -1; V1aR counter: 0.5; GalR3 antag: -4; OXTR agonist: 0.2; M18AAP inhibitor: 0; OXTR potentiate: -3; MEKK2 mut-MEK5: 8; NALP1 inh: 52; MEKK2 WT-MEK5: 104
O=C(/C=C/c1ccccc1[N+](=O)[O-])NCCc1ccc(F)cc1 across the screens: GPR7 antag: 15; V1aR counter: 2.7; GalR3 antag: -4; OXTR agonist: 0.9; M18AAP inhibitor: -2; OXTR potentiate: -6; MEKK2 mut-MEK5: -8; NALP1 inh: 10; MEKK2 WT-MEK5: 79

Compound activity (PubChem BioAssay)
